M1 ag – agonists of human M1 muscarinic receptor | CHO-K1 hM1, Fluo-8 calcium fluorescence, agonist mode; 0% DMSO, 100% acetylcholine EC100 | activation, % at 3 µM | 360,000 tested, 0.33% active | AID 588814;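 active = activation above the run's mean compound activation plus 3 SD, cut at about 16% in these data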;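 also: peak over basal fluorescence ratio within a 140 s kinetic read after compound addition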
TAAR1 agonist – human TAAR1 agonism. Q96RJ0. CHO RD-HGA16 TAAR1, Fluo-8 calcium fluorescence; vehicle wells 0%, saturating PEA agonist 100%. activation, % at 3 µM. 360,000 tested, 0.99% active. AID 624467;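 active = activation above the mean activation of all test compounds in the run plus 3 SD, cut at about 38% in these data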
Target sequence (Q96RJ0 whole entry, looked up): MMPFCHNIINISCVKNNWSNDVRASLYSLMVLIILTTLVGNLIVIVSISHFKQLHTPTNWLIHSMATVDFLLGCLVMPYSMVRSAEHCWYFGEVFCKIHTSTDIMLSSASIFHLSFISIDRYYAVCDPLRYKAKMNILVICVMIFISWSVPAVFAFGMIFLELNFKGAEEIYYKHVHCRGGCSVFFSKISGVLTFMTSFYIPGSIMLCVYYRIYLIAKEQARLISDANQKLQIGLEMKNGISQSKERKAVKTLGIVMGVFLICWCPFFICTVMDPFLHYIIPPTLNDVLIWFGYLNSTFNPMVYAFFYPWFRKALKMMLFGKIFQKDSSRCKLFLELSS
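System: CHO RD-HGA16 cells carrying human TAAR1 plus Gα16; Incubation: 17-24 h seeding, 75 min 37 °C dye, 30 min RT; Measured by: Fluo-8 fluorescence, 5 s baseline then 140 s kinetic read; Control set: DMSO and PEA EC100; Replication: single well for each compound.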
M1 antag – blocks human M1 muscarinic receptor; P11229; CHO-K1 hM1, Fluo-8 calcium fluorescence, ACh EC80 antagonist; inhibition, % at 3 µM; 360,000 tested, 1.3% active;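 active = percent inhibition above its own plate's cutoff, namely the mean of that plate's compound wells plus 3 SD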;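 also: peak over basal fluorescence ratio during 140 s after agonist addition; 0% = ACh EC80 plus DMSO and 100% = DMSO alone without agonist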
CHRM5 PAM – potentiates acetylcholine response at human M5 receptor. activation, % at 3 µM. P08912. CHO-K1 hM5, Fluo-8 calcium, ACh EC20 PAM; 0% = ACh EC20, 100% = ACh EC100. 360,000 tested, 0.3% active. AID 624038;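 active = activation above the run cutoff, the mean activation of all test compounds plus 3 SD, cut at about 18% in these data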
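Assay system: CHO-K1 hM5 cells / Incubation: Fluo-8 loading 80 min at 37 °C plus 30 min room temperature / Technique: Fluo-8 calcium dye fluorescence, kinetic read / Repeats: single replicate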
M5 ag – CHRM5 agonism in calcium assay. CHO-K1 hM5 cells, Fluo-8 calcium fluorescence; 0% DMSO wells, 100% maximal acetylcholine response. activation, % at 3 µM. 360,000 tested, 0.19% active. AID 624037;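 active = activation above the run's mean over test compounds plus 3 SD, cut at about 23% in these data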;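 also: signal is peak over basal fluorescence ratio across the kinetic read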
CHRM4 agonist – CHRM4 agonism in calcium assay; activation, % at 3 µM; AID 624127; CHO-K1 hM4/Gqi5, Fluo-8 calcium fluorescence; vehicle 0%, full acetylcholine response 100%; 360,000 tested, 0.14% active; P08173;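 active = activation above the run mean over all test wells plus 3 SD, cut at about 32% in these data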;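 also: peak over basal fluorescence ratio per well then scaled between controls; 0% = DMSO wells and 100% = acetylcholine at EC100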
Target sequence (P08173 whole entry, looked up): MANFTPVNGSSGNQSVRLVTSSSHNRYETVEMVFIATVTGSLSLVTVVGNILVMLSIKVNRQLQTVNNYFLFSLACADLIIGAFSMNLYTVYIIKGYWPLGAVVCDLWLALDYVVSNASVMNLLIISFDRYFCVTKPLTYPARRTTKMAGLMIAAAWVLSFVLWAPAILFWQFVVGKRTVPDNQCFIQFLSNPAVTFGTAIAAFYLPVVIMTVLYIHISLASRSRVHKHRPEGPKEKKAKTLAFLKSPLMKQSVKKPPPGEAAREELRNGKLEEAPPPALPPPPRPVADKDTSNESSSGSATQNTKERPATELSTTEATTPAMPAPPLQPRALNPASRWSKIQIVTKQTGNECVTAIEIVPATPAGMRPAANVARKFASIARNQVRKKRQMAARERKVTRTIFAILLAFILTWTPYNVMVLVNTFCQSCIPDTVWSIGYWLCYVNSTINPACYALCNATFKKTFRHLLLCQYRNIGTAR
CHRM4 antagonist – CHRM4 antagonism in calcium assay; CHO-hM4 cells, ACh EC80, Fluo-8 calcium fluorescence; inhibition, % at 3 µM; 360,000 tested, 0.73% active;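 active = inhibition above its plate's cutoff, the mean inhibition of sample wells plus 3 SD, cut at about 27% in these data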;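 also: 0% = acetylcholine EC80 with DMSO and 100% = DMSO without agonist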
M5 antag – CHRM5 antagonism in calcium assay | P08912 | CHO-hM5 cells, Fluo-8 calcium fluorescence, ACh EC80 | inhibition, % at 3 µM | 360,000 tested, 0.59% active | AID 624040;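 active = inhibition above a per-plate cutoff, the mean of that plate's test compounds plus 3 SD, cut at about 27% in these data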;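 also: 0% = acetylcholine EC80 with DMSO and 100% = DMSO without agonist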
CHRM1 PAM – positive allosteric modulators of human M1 muscarinic receptor | P11229 | CHO-K1 hM1, Fluo-8 calcium fluorescence, ACh EC20; 0% = ACh EC20, 100% = maximal ACh | activation, % at 3 µM | 360,000 tested, 0.088% active; in the data active = activation above about 19%, passing the limit was not always enough
Active calls of the source: *.

SMILES	M1 ag	TAAR1 agonist	M1 antag	CHRM5 PAM	M5 ag	CHRM4 agonist	CHRM4 antagonist	M5 antag	CHRM1 PAM
COc1cc(C(=O)ON=C2C3CC4CC(C3)CC2C4)cc(OC)c1OC	-5	5	-8	-1	-2	1	-1	1	9
COC(=O)c1ccc(CN2CCC(CO)(Cc3cccc(OC)c3)CC2)cc1	-7	0	75*	-12	-10	3	18	5	-28
O=c1[nH]c2c(c(=O)[nH]1)CCC2	-1	2	-5	5	6	-1	-1	9	1
O=C(Nc1ccccc1NC(=O)NC1CCCCC1)NC1CCCCC1	-5	1	-12	9	4	0	-4	-2	12
CCOC(=O)C1=C(N)n2c(s/c(=C/c3ccco3)c2=O)=C(C(=O)OC)C1c1ccco1 (stereo unspecified)	1	68*	1	9	3	2	2	9	0
COCCn1c(C)cc(C(=O)COC(=O)c2ccc3ncsc3c2)c1C	0	11	-16	-2	-1	6	0	4	-7
Cc1[nH]c2ccccc2c1/C=N/NC(=O)c1cc(-c2ccccc2)n[nH]1	0	15	-8	-4	4	4	10	0	8
CCCCCCSc1ccc([C@@H]2[C@H]3C(=O)N(CC)C(=O)[C@H]3[C@]3(C(=O)OC)CCCCN23)cc1	-7	5	-1	3	1	2	-1	9	4
Cc1cccc(N=Cc2ccccc2O)c1C	0	5	-7	-3	5	0	-7	14	5
CCNC(=O)COC(=O)C1C(C(=O)OCC)=C(C)NC(C)=C1C(=O)OCC	-1	8	-6	3	-6	6	0	11	7
Cc1ncn(C23CC4CC(CC(C4)C2)C3)n1	-6	9	-9	6	-2	1	-7	-12	6
COc1ccc(-c2cc(C(=O)Nc3ccccc3O)c3ccccc3n2)cc1OC	-1	14	18	-10	3	6	14	2	-17

Whole records, looked up by structure. Screens in order: M1 ag	TAAR1 agonist	M1 antag	CHRM5 PAM	M5 ag	CHRM4 agonist	CHRM4 antagonist	M5 antag	CHRM1 PAM
Listed for CCOC(=O)C1=C(N)n2c(s/c(=C/c3ccco3)c2=O)=C(C(=O)OC)C1c1ccco1 (stereo unspecified) : 1	68*	1	9	3	2	2	9	0
Listed for CCCCCCSc1ccc([C@@H]2[C@H]3C(=O)N(CC)C(=O)[C@H]3[C@]3(C(=O)OC)CCCCN23)cc1 : -7	5	-1	3	1	2	-1	9	4
Listed for COc1ccc(-c2cc(C(=O)Nc3ccccc3O)c3ccccc3n2)cc1OC : -1	14	18	-10	3	6	14	2	-17
Listed for COCCn1c(C)cc(C(=O)COC(=O)c2ccc3ncsc3c2)c1C : 0	11	-16	-2	-1	6	0	4	-7
Listed for Cc1[nH]c2ccccc2c1/C=N/NC(=O)c1cc(-c2ccccc2)n[nH]1 : 0	15	-8	-4	4	4	10	0	8

Next section.
SMILES	M1 ag	TAAR1 agonist	M1 antag	CHRM5 PAM	M5 ag	CHRM4 agonist	CHRM4 antagonist	M5 antag	CHRM1 PAM
Cc1[nH]ccc(=O)c1OCc1ccc(Cl)cc1	1	11	-16	-2	-5	0	0	5	12
O=S(=O)(c1ccc(Br)cc1)N1CCCN(Cc2cccc(F)c2)CC1	-8	1	18	-21	-10	0	4	26	-25
CCCCOc1ccc(C(=O)NCC(=O)OCC(=O)c2c(N)n(C)c(=O)n(C)c2=O)cc1	-6	-1	-18	-2	-4	0	-8	20	12
Cc1ccc(OCC(=O)N2CCCCCC2)c(C)c1	-4	1	-8	11	3	2	4	-8	9
CSC1=N/C(=C\C=C\c2cccs2)C(=O)S1	-3	9	-16	10	-2	1	6	5	1
O=C(c1ccc(NS(=O)(=O)c2cccc([N+](=O)[O-])c2)cc1)N1CCN(C(=O)c2ccco2)CC1	-6	9	7	2	1	0	0	4	-2
Nc1cc(S(=O)(=O)c2ccc(O)c(N)c2)ccc1O	-2	1	-7	2	0	0	2	4	9
COc1ccc(-c2nc(=S)[nH][nH]2)cc1OC	0	9	-17	-1	2	2	-7	9	11
Cc1ccc(CNC(=O)C2CCCCC2C(=O)O)cc1 (stereo unspecified)	-5	8	-5	-2	0	1	-10	0	7
CCOC(=O)c1ccc(NC(=S)Nc2cccc(C)n2)cc1	-6	-2	-1	1	-2	-1	-5	-6	6
COc1ccc2oc(=O)c(C(=O)n3ccc(C)n3)cc2c1	-2	6	-3	10	1	0	7	-9	6
CCCCNC(=S)N1CCN(Cc2ccc3c(c2)OCO3)CC1	-9	14	-13	-6	-3	3	-1	14	6
O=C(CC(C(=O)O)c1ccccc1)Nc1cccc2ccccc12 (stereo unspecified)	-5	1	-4	6	-3	0	2	-4	0
CCOc1ccccc1NC(=O)NCc1ccccc1	-10	5	-3	-6	2	0	-5	-11	5
O=C(N/N=C(/c1ccccc1)c1ccncc1)c1ccc2c(c1)OCO2	-5	2	-6	-2	-2	1	9	-5	7
Cc1ccc(CNC(=O)CNS(=O)(=O)c2ccc3nc(C)sc3c2)cc1	-3	0	-10	6	0	0	2	1	8
O=P(CO)(Cc1ccccc1)Cc1ccccc1	-3	7	-1	1	-2	0	-1	5	4
O=S(=O)(Nc1ccc(Cc2ccncc2)cc1)c1ccc(Cl)s1	-6	5	10	-10	-5	4	-6	7	-24
COc1ccc(S(=O)(=O)Nc2ccc3c(c2)C(=O)N([C@H](C)CO)C[C@H](C)[C@@H](CN(C)C(=O)Nc2ccc4c(c2)OCO4)O3)cc1	-4	4	16	-11	-1	1	5	16	-8
Cc1ccc(C)c(OCc2cc(C(=O)N3CCC(N4CCCC(O)C4)CC3)no2)c1 (stereo unspecified)	-6	1	8	-1	-5	3	13	6	-5
COc1ccc([C@@H]2[C@@H]3C(=O)N(C(C)(C)C)C(=O)[C@@H]3[C@]3(Cc4ccccc4)C(=O)N(c4ccccc4)C(=O)N23)cc1	-3	13	-15	-1	-10	0	-9	10	17
CCc1ccccc1N(CC(=O)NC1CCCCC1)C(=O)CCC(=O)Nc1ccccn1	0	8	-7	0	1	5	4	13	8
CCCc1ccc(Oc2coc3cc(OCC(=O)Nc4ccccc4C)ccc3c2=O)cc1	-4	2	-3	-5	-1	1	-6	-5	4
Cc1cc(=O)n2nc(N3CCCC(C(=O)NCCCN4C(C)CCCC4C)C3)sc2n1 (stereo unspecified)	-9	3	-4	3	1	2	3	4	1
Cc1ccc2c(CC(=O)OCc3cc(=O)n4c(n3)sc3ccccc34)coc2c1	-4	2	-25	3	-1	1	-15	-2	4
CCC(CO)Oc1cc(NC(=O)c2ccccc2C)c2ncn(C(C)C)c2c1 (stereo unspecified)	-11	8	0	1	-2	8	-12	6	8
CC(=O)c1cccc(NC(=O)C2Cc3c(-c4cccc(C(N)=O)c4)ccnc3O2)c1 (stereo unspecified)	-1	4	2	-5	1	5	-1	0	0
Cc1ccc(CC(=O)NCCN2CCOCC2)cc1	-1	1	-7	3	-3	0	-6	20	12
CCN(CC)S(=O)(=O)c1ccc2[nH]c(=O)[nH]c2c1	-2	9	-5	8	-2	1	-5	-8	4
COC(=O)C1=C(C)NC(C)=C(C(=O)OC)C1C(=O)OCC(=O)N1CCCCC1C (stereo unspecified)	0	3	-26	-1	0	0	-15	3	15
CCOc1cc(NC(=O)c2ccco2)c(OCC)cc1NC(=O)CCc1ccccc1OC	-4	3	11	-5	-6	3	-7	7	-7
COc1cc(NC(=O)CN(C)Cc2cccc(F)c2)c(C)cc1[N+](=O)[O-]	-6	1	-2	1	0	0	5	2	1
CCOC(=O)Cc1csc(NC(=O)CCNS(=O)(=O)c2ccc3c(c2)CCC(=O)N3)n1	-5	7	-6	-2	-2	1	0	1	7
Cc1ccccc1CC(=O)Nc1ccc(C(=O)N2CCCC2)cc1	-2	2	-8	2	-2	0	-6	-7	8
COC(=O)[C@H](CC(C)C)NC(=O)NCc1ccc(Cl)cc1	-4	2	-5	-1	-1	0	10	4	3
Cc1ccc(-n2ncc3c(NCCCOC(C)C)ncnc32)c(C)c1	0	10	-25	-8	-3	3	2	16	5
CNc1snc(C)c1C(=O)OC(C)C(=O)NCc1ccccc1 (stereo unspecified)	0	0	-8	5	1	2	3	-2	4
Cc1cccc(C(=O)OCC(=O)NC2CCCCCCC2)c1	-5	3	7	7	-3	0	-7	1	6
CCCN(CCC)c1nc2ccccc2nc1C(C#N)C(=O)OCCOC (stereo unspecified)	-1	16	-41	-5	-6	2	-9	-4	15
COc1cccc(-c2ccc(CN3C(C(C)C)C(=O)N(Cc4cn(CCC5OCCO5)nn4)CCS3(=O)=O)cc2)c1OC (stereo unspecified)	-5	5	-26	-8	0	9	-1	10	-2
Cc1ccc(N(CCC#N)C(=O)CCl)cc1C	-6	1	-7	3	0	2	-5	4	11
Cc1ccc(S(=O)(=O)Nc2nc(C)cc(NCCN)n2)cc1	-3	4	-8	-1	1	0	0	11	12
CCC(=O)c1c[nH]c(C(=O)NCCCN2CCOCC2)c1	-3	23	10	1	-3	1	5	6	-5
O=S(=O)(Cc1ccc(Cl)cc1)Oc1ccc(Cl)cc1	-10	0	15	-14	-7	-2	4	15	-22
COc1ccc(C2(NC(C)=O)CCN(C(=O)c3cccs3)CC2)cc1	-2	16	16	-1	-2	1	0	-4	3
COc1ccccc1CC(=O)N1CCN(c2ccccc2)CC1	0	1	-17	3	-1	1	-8	-1	7
C=CCn1c(SCC(=O)N(C)c2c(N)n(Cc3ccccc3)c(=O)[nH]c2=O)nnc1-c1ccccc1OC	-2	0	-10	-2	-4	1	-9	3	5
O=C1CCC(C(=O)N(CCO)Cc2ccccc2)CN1CC1CCCCC1 (stereo unspecified)	-3	-1	18	0	-2	1	2	3	-5
COc1ccc(Cc2nc3ccc(C(=O)NCC4CCOCC4)cc3o2)cc1OC	-1	0	-11	-3	-1	1	7	4	-2
NCCCNC(=O)c1ccc(/C=N/O)nc1	-2	5	0	6	3	0	11	4	3
Cc1cc(C)cc(NC(=O)COc2coc(CN3CCc4ccccc4C3)cc2=O)c1	-4	-2	-13	3	-2	4	-9	-1	7
COc1ccc(NC(=O)c2noc3c2CCCCC3)cc1	-6	9	-5	6	-17	2	-3	5	1
CCOc1cccc(NC(=O)C2CC(=O)N(c3ccc(F)cc3)C2)c1 (stereo unspecified)	-7	-1	-5	-2	-2	1	2	9	3
Cc1cc(C)c2cc3c(N)c(C(=O)N4CCc5ccccc5C4)sc3nc2c1	-3	78*	4	-3	4	-1	11	2	-3
COc1ccc(NC(=S)N2CCN(S(=O)(=O)c3ccc(F)cc3)CC2)cc1	-3	3	-2	-6	-4	3	-24	5	-1
N/C(=N\OC(=O)c1cc(Br)ccc1Cl)c1cccnc1	-3	16	5	-3	-4	-1	3	3	-9
CCCSC1=N/C(=C\C=C\c2ccco2)C(=O)S1	1	-3	-17	1	0	1	8	-1	15
Nc1ccc(SCCN2C(=O)c3ccccc3C2=O)cc1	-3	5	-5	5	1	4	3	-4	5
Cc1nc2cc(Oc3nc(NCCN(C)C)nc4ccsc34)ccc2s1	-8	4	-6	-7	-3	5	-4	9	-2
CC(C)NC(=O)N(C)C[C@H]1Oc2ncc(Br)cc2C(=O)N([C@H](C)CO)C[C@@H]1C	-4	1	-2	3	2	1	-5	3	-1

Screening data (PubChem)

Not all compounds are listed; rates above refer to the full screens.
